Compound activity: PubChem BioAssay, Sanford-Burnham Center for Chemical Genomics
NOD1 NF-kB reporter: inhibition of NOD1-driven NF-kB reporter – cell-based, luminescence, uHTS, primary screen (AID 1578); one-dose inhibition, % at 4 µM; EC50 in µM for titrated hits; 1% of 290,000 active; NOD1-driven NF-kB luciferase reporter cells, luminescence; higher % means a stronger effect; in the data active = inhibition mostly above about 36%, no sharp cut-off; inactive = mostly below about 34%;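 also: HEK-293T reporter cells stimulated with the NOD1 agonist gamma-tri-DAP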
HEK293 NOD2/NF-kB: NOD2 signaling inhibitors, cell-based, luminescence, uHTS, HEK293 (AID 1566); HEK293 NOD2/NF-kB luciferase reporter, luminescence; higher % means a stronger effect; inhibition, % at 4 µM, or EC50 in µM where a hit was titrated; 0.63% of 290,000 active; in the data active = inhibition above about 50%; also: many of its hits are not listed in these tables
Numbers without * were called inactive. These rows are one share of the data. The share of hits here may be higher or lower than overall.

molecule	NOD1 NF-kB reporter	HEK293 NOD2/NF-kB
CCOC(=O)Cn1c(-c2ccc(OC)cc2)c(-c2ccc(OC)cc2)nnc1=O	-32%	6%
Cc1ccc(CS(=O)(=O)c2ncc(Cl)c(C(=O)Nc3ccc(OC(F)F)cc3)n2)cc1	39%	-16%
CCc1ccc(NC(=O)CNC(=O)[C@@H]2Cc3ccccc3CN2)cc1	-4%	14%
C[C@@H]1C(=O)O[C@H]2C[C@@]34[C@H]5C[C@@H](C(C)(C)C)[C@]36[C@@H](OC(=O)[C@@H]6O)O[C@@]4(C(=O)O5)[C@]21O	4%	10%
Cc1ccc(C)c(S(=O)(=O)N2CCN(C(=O)CSc3ccccc3)CC2)c1	-35%	0%
C=CCc1cc(Cl)ccc1OCCCn1ccnc1	3%	2%
CS(=O)(=O)N(CC(=O)N1CCOCC1)c1ccccc1Br	-28%	4%
O=C(NCc1ccccc1)C1CCC(=O)N(CCCN2CCCC2=O)C1 (centres undefined)	-14%	-7%
CCOC(=O)C1CCN(C(=O)Cn2nc(C)n3cccc3c2=O)CC1	-5%	10%
COc1cccc(NC(=O)CCCn2nc(C)c3c(C)n(-c4ccccc4)nc3c2=O)c1	-3%	12%
CCc1ccc(NC(=O)CSc2nc(N)c(NC(=O)c3ccc(F)c(F)c3)c(=O)[nH]2)cc1	-37%	-8%
Cc1c(OCC(=O)C(C)(C)C)ccc2c(-c3ccccc3)cc(=O)oc12	27%	27%
Cc1cc(C)c(S(=O)(=O)N2CCCC(C(=O)NCc3ccccn3)C2)c(C)c1 (centres undefined)	-1%	14%
O=C(c1ccco1)N1N=C(c2cccs2)CC1c1cc([N+](=O)[O-])ccc1O (centres undefined)	-22%	1%
Cc1ccc(C(=O)n2cnc3ccccc32)cc1C	-7%	-9%
O=C1/C(=C\c2ccccc2)SC(=S)N1CCC(=O)N1CCCCC1CCO (centres undefined)	-13%	7%
COc1cccc(C2=NOC(C(=O)NCc3cccnc3)C2)c1 (centres undefined)	3%	14%
COc1ccc(C(C)NCCC(c2ccc(OC(C)C)cc2)c2ccccc2OC)cc1 (centres undefined)	-10%	16%
O=C(COc1ccc2c(-c3ccccc3)cc(=O)oc2c1)NCC1CCC(C(=O)O)CC1 (centres undefined)	-3%	0%
Cc1ccc(NC(=O)C2CCN(S(C)(=O)=O)CC2)c(C)c1	14%	14%
CCOc1ccc(NC(=O)CC2S/C(=N/N=C3CCCCCC3)NC2=O)cc1 (centres undefined)	-4%	15%
COc1ccc(/C=C/C(=O)Oc2ccc(C)cc2)cc1	-12%	7%
COc1ccc(NC(=O)Nc2cccs2)cn1	-15%	6%
CCOc1cc(CNCc2cc(OC)cc(OC)c2)ccc1OC	32%	37%
O=C(N/N=C/c1cccnc1)c1ccc(NC(=O)c2ccc(F)cc2)cc1	-41%	-8%
CC(=O)Oc1ccc(C(=O)Nc2ccccc2NC(=O)c2ccc(OC(C)=O)cc2)cc1	-7%	-3%
COc1ccccc1-c1cnn2c(N3CCOCC3)cc(C)nc12	-11%	-22%
Cc1ccc(C(=O)N2CCC(n3nccc3NC(=O)c3ccccc3C)CC2)cn1	13%	-2%
S=c1nc(NCc2cccc(Cl)c2)c2ccccc2[nH]1	5%	31%
CC(OC(=O)c1cccc(S(=O)(=O)N2CCCCC2)c1)C(=O)NC1CCCCC1C (centres undefined)	-3%	-14%
CC(=O)COc1ccc2c(c1C)O/C(=C\c1ccco1)C2=O	-16%	-32%
COc1cccc(NC(=O)C2C3C=CC(O3)C2C(=O)O)c1 (centres undefined)	-24%	-2%
CC(C)(C)C(=O)N1CCN(CCN2C(=O)c3cccc4cccc(c34)C2=O)CC1	-18%	13%
COc1ccc(OC)c(S(=O)(=O)N2CCCC(C(=O)NCc3ccccn3)C2)c1 (centres undefined)	-23%	-4%
CCN1C(=O)[C@H]2[C@@H](c3ccc(C)cc3)N3C(=O)N(c4ccccc4)C(=O)[C@@]3(Cc3ccc(Cl)cc3)[C@H]2C1=O	-13%	1%
Cc1ccc(S(=O)(=O)c2ccc(NC(=O)c3c(F)cccc3F)cc2)cc1	-4%	-41%
CCc1ccccc1N(C(=O)c1snc(C(N)=O)c1N)C(C(=O)NCC1CCCO1)c1ccc(C)o1 (centres undefined)	-8%	24%
CCc1ccc(NC(=O)c2cnccn2)cc1	1%	-48%
COC(CNC(=O)c1ccc2c(c1)ncn2-c1cc(C)cc(C)c1)OC	-19%	-60%
CCC(CC)C(=O)Nc1nnc(S(=O)(=O)N2CCCCCC2)s1	-29%	-27%

Reprinted at random: 2 entries already listed, in no set order.
molecule	NOD1 NF-kB reporter	HEK293 NOD2/NF-kB
COc1ccc(OC)c(S(=O)(=O)N2CCCC(C(=O)NCc3ccccn3)C2)c1 (centres undefined)	-23%	-4%
CCN1C(=O)[C@H]2[C@@H](c3ccc(C)cc3)N3C(=O)N(c4ccccc4)C(=O)[C@@]3(Cc3ccc(Cl)cc3)[C@H]2C1=O	-13%	1%

(cont.)
molecule	NOD1 NF-kB reporter	HEK293 NOD2/NF-kB
COc1cc(C(C)=O)ccc1OCC(O)CN1CCN(c2ccccc2)CC1 (centres undefined)	-28%	-1%
CC1CN(C(=O)c2ccc(COc3ccccc3Cl)o2)CC(C)O1 (centres undefined)	40%	-4%
O=C(NCCCN1CCCC1)c1ccc2c(c1)N(Cc1cccc(Cl)c1)C(=O)c1ccccc1S2=O (centres undefined)	-31%	2%
COc1ccc(C2Nc3ccccc3C(=O)N2NS(=O)(=O)c2ccc(C)cc2)c(OC)c1 (centres undefined)	-13%	6%
Cc1ccc(CC(=O)N2CCN(c3ccc([N+](=O)[O-])cc3)CC2)cc1	19%	8%
CC(C(=O)NCc1ccco1)n1ccc2cc(S(=O)(=O)N3CCCC3)ccc21 (centres undefined)	-20%	14%
COc1ccc(CC(=O)Oc2ccc(C)cc2Br)cc1OC	-29%	7%
COc1cc2c(c(OC)c1OC)-c1ccc(OC)c(=O)cc1[C@@H](N(C)CC#CCO)CC2	-4%	-23%
O=C1NC(=O)c2cc(NC(=O)c3cccc4ccccc34)ccc21	-3%	7%
COc1ccc(C(C(=O)NC2CCCC2)N(CCO)C(=O)Cn2nnc(-c3ccc(C)o3)n2)cc1 (centres undefined)	-23%	1%
Cc1ccc(CN2CCC(=O)N2)cc1	-6%	-18%
O=C(Cn1cnc2ccccc21)Nc1ccccc1-c1ccccc1	-16%	5%
Cc1ccc(C(=O)NCc2ccco2)cc1S(=O)(=O)N1CCCC1	-10%	10%
COc1ccc(CNC(=O)c2cncc(Br)c2)cc1	-11%	-14%
COc1ccc(N(C(=O)c2cccnc2)S(=O)(=O)c2cc(OC)ccc2OC)cc1	-22%	-2%
Cc1ccn(CC(=O)N2CCCC(N3CCN(c4ccc(F)cc4)CC3)C2)n1 (centres undefined)	-16%	-5%
N=C1/C(=C\c2ccc(Br)o2)C(=O)N=C2SC(CC(=O)N3CCOCC3)=NN12	2%	-4%
O=C(CSc1nc(NS(=O)(=O)c2ccccc2)cc(=O)[nH]1)Nc1ccccc1C(F)(F)F	-10%	9%
CCOc1ccc(NC(=O)CC(Cc2cc(C)cc(C)c2)C(=O)O)cc1 (centres undefined)	4%	8%
Cc1ccc(S(=O)(=O)CC(=O)N2CCN(c3ccccc3F)CC2)cc1	10%	18%

Arranged by SMILES length (rising): part of the list above
molecule	NOD1 NF-kB reporter	HEK293 NOD2/NF-kB
O=C(Cn1cnc2ccccc21)Nc1ccccc1-c1ccccc1	-16%	5%
CCOc1ccc(NC(=O)CC(Cc2cc(C)cc(C)c2)C(=O)O)cc1 (centres undefined)	4%	8%
Cc1ccn(CC(=O)N2CCCC(N3CCN(c4ccc(F)cc4)CC3)C2)n1 (centres undefined)	-16%	-5%
O=C(CSc1nc(NS(=O)(=O)c2ccccc2)cc(=O)[nH]1)Nc1ccccc1C(F)(F)F	-10%	9%

More entries:
molecule	NOD1 NF-kB reporter	HEK293 NOD2/NF-kB
Cc1cc([N+](=O)[O-])ccc1NCc1ccc2c(c1)OCCO2	15%	-4%
Cc1cc(C)c(OCCN2CCCC2)c(Cl)c1	-16%	1%
Cc1ccc(S(=O)(=O)/N=C(/Nc2cccc3ccccc23)c2ccc(F)cc2)cc1	-5%	11%
CCOC(=O)c1cc(C)sc1NC(=O)CSc1nccn1C	-11%	16%
CC(Oc1ccc(Cl)cc1)C(=O)NCC1CCCO1 (centres undefined)	6%	-7%
COc1ccccc1CC(=O)N1CCC(CCC(=O)NC2CC2)CC1	-14%	13%
O=C(CN1C(=O)CCSc2ccccc21)NC1CCCCC1	-25%	9%
O=c1cc(CN2CCOCC2)c2cc(Cl)ccc2o1	1%	2%
COc1ccc2c(c1OC)C(=O)N1C2SC[C@H]1C(=O)NC1CCCC1 (some centres undefined)	-13%	12%
C[C@H](NC(=O)c1ccc2ccccc2c1)C(=O)N1CCC2(CC1)NCCc1[nH]cnc12	-29%	-5%
COc1ccccc1NC(=O)c1cccc2c(Br)cccc12	-1%	27%
Oc1ccc2c(c1)c1c3n2CCNC3CCC1 (centres undefined)	-6%	-11%
CCOc1ccc(S(=O)(=O)NC2CCCCC2C)cc1 (centres undefined)	-4%	12%
CC1CCCCN1C(=O)C1COc2ccccc2O1 (centres undefined)	-28%	8%
CSCC(C)N1CCC(Oc2cccc(C(=O)NCc3ccccn3)c2)CC1 (centres undefined)	-30%	-8%
CC(NC(=O)/C(C#N)=C/c1ccc(N2CCOCC2)cc1)c1ccccc1 (centres undefined)	18%	-14%
Cc1ccccc1NC(=O)Cn1nc(C)c2ccccc2c1=O	0%	9%
CC(C)CC(=O)Nc1c(C(=O)N2CCN(Cc3ccccc3)CC2)oc2ccccc12	-4%	13%
CN(Cc1cccnc1)C(=O)Cc1ccc(NS(=O)(=O)c2cccc(C(F)(F)F)c2)cc1	-17%	-12%
CCOc1ccccc1NC(=O)COc1ccc(S(=O)(=O)N2CCCC2)cc1	-8%	-3%
CN(CC(=O)Nc1ccc2c(c1)OCCO2)S(=O)(=O)c1ccc(F)cc1	-18%	2%
CC(NC(=O)c1cc([N+](=O)[O-])cc([N+](=O)[O-])c1)C1CC2CCC1C2 (centres undefined)	-11%	-1%
CCc1cccc(NS(=O)(=O)c2ccc3c(c2)N(C)CCO3)c1	24%	43%
O=C(O)C1(c2ccccc2)CCN(S(=O)(=O)c2ccc(F)c(F)c2)CC1	-35%	-1%
CCc1nccn1CCC(=O)N1CCCC(N2CCN(c3cccc(Cl)c3)CC2)C1 (centres undefined)	-68%	-11%
CCCn1c(SCC(=O)NNC(=O)c2ccc(C)cc2)nnc1C(C)C	28%	26%
Cc1ccc(Nc2ccc([N+](=O)[O-])cn2)cc1Cl	-77%	-40%
CCCOc1ccc(-c2c(=O)n(O)c3ccccc3[n+]2[O-])cc1	-52%	-36%

Complete entries, quoted from the list. Values in the order: NOD1 NF-kB reporter, HEK293 NOD2/NF-kB
Listed for CCCOc1ccc(-c2c(=O)n(O)c3ccccc3[n+]2[O-])cc1 : -52%, -36%
Listed for CCc1cccc(NS(=O)(=O)c2ccc3c(c2)N(C)CCO3)c1 : 24%, 43%
Listed for CCCn1c(SCC(=O)NNC(=O)c2ccc(C)cc2)nnc1C(C)C : 28%, 26%

Compounds from the list above that contain a CF3 group:
molecule	NOD1 NF-kB reporter	HEK293 NOD2/NF-kB
O=C(CSc1nc(NS(=O)(=O)c2ccccc2)cc(=O)[nH]1)Nc1ccccc1C(F)(F)F	-10%	9%
CN(Cc1cccnc1)C(=O)Cc1ccc(NS(=O)(=O)c2cccc(C(F)(F)F)c2)cc1	-17%	-12%
